PI5P4K alpha inh = PI5P4K alpha (human) kinase inhibition; P48426; PI5P4Kalpha enzyme, ADP-Glo luminescence, 60 min; active compounds read low; max response, %; hit rate 1.2% among 330,000; AID 652105; active means max response of -50% or lower; inconclusive means between -30% and -50%; inactive means -30% or higher; further: value at the top dose of about 77 µM; on the % scale 0 is the no-effect control and ±100 the full control effect
Target sequence (P48426 whole entry, looked up): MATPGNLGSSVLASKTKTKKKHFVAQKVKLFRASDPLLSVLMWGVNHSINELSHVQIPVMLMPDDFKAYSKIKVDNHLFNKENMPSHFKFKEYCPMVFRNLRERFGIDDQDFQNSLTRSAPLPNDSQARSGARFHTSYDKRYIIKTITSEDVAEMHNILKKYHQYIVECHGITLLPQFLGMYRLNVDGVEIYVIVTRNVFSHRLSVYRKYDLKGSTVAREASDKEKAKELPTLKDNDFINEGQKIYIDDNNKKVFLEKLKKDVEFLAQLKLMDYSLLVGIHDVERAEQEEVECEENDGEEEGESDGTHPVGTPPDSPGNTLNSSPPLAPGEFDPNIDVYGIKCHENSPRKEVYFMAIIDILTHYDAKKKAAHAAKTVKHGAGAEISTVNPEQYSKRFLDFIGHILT
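Controls without substrate or without enzyme flank wells where PI5P4Kalpha converts substrate using 5 microM ATP (final). Incubation lasts 60 minutes at room temperature; ADP formed is read by ADP-Glo luminescence.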
GLP1R cytotox = cytotoxicity counter-screen for GLP-1 receptor inverse agonists | Potency, µM (doses to about 38.3 µM), for the others: top-dose activity change, negative = inhibition, hits mostly inhibitors | HEK293 cAMP-luciferase reporter cells, luminescence, 24 h | AID 624418 | hit rate 0.13% among 410,000;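 further: loss of luciferase light is scored as toxicity; potency means the concentration at half of the fitted maximal effect; on the % scale 0 is the no-effect control and ±100 the full control effect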
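Here, cytotoxicity is scored as loss of luminescence. The MLSMR collection was tested on cells seeded in medium containing 10% Nu serum, with a 24 hr compound exposure preceded by 12 hours of culture.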
D3 antag = blocks the human D3 dopamine receptor; max response, negative = inhibition, %; hit rate 2.5% among 360,000; P35462; AID 652054; D3R cells, DiscoveRx beta-arrestin luminescence, antagonist mode; active compounds read low; in the data active means max response below about -50%; inconclusive means no clear call, values can overlap the other calls; further: on the % scale 0 is the no-effect control and ±100 the full control effect; mostly tested at two doses, the higher about 12 µM
Target sequence (P35462 whole entry, looked up): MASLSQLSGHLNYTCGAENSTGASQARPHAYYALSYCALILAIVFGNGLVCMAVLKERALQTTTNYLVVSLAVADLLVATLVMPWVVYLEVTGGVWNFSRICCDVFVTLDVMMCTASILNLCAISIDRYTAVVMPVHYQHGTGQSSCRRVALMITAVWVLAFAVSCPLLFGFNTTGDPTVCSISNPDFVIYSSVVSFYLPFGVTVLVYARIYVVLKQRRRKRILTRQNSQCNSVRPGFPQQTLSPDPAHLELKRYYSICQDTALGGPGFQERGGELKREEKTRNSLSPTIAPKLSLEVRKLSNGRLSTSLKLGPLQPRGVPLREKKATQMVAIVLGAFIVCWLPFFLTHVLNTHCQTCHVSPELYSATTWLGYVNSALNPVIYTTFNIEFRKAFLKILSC
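Cells plated overnight at 1500 cells/well, then exposed to library compounds with dopamine controls for 90 minutes at 37 degrees C. DiscoveRx reagent added for 30–60 minutes at room temperature; luminescence read, quantitative HTS format.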
GLP-1R inv ag = GLP-1 receptor (human) inverse agonism. hit rate 1.6% among 410,000. AID 624417. Potency, µM (series often up to 38.3 µM), for the others: top-dose activity change, negative = inhibition, usual class: inhibitors. HEK293 GLP-1R CRE-luciferase, luminescence, 24 h; GLP-1R form is constitutively active. P43220; further: potency means the concentration at half of the fitted maximal effect; on the % scale 0 is the no-effect control and ±100 the full control effect; nearly all actives have a fitted effect of over 55% in size
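Using stably transfected HEK293 (constitutively active GLP-1R, cAMP-luciferase reporter), compounds were incubated 24 hr and luciferase measured by luminescence.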
IL-2 act = IL-2 activation; AID 652025; activation, % (series mostly up to about 46 µM); IL-2 activation reporter assay, cell-based qHTS; stimulated with anti-CD3/CD4/CD28 beads; in transgenic mouse T cells; hit rate 0.065% among 360,000; in the data active means activation above about 50%; inconclusive means mostly about 30% to 49%; further: 0% is about no effect
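Unstimulated transgenic mouse T cells preincubated 60 min with compound, then stimulated with anti-CD3/anti-CD4-coated beads plus anti-CD28 for 18 h at 37 degrees C. IL-2 response read as EGFP and DsRed fluorescence by plate cytometry.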
PLK1 PBD inh = PLK1 (human) polo-box domain binding inhibition; Potency, µM, for inactives: max response, negative = inhibition, actives largely listed as inhibitors; hit rate 2.8% among 360,000; AID 720504; Plk1 PBD binding of FITC phosphopeptide, fluorescence polarization; P53350; further: potency means the concentration at half of the fitted maximal effect; series mostly up to about 57 µM; on the % scale 0 is the no-effect control and ±100 the full control effect; nearly all actives have a fitted effect of over 65% in size
GLP1R ag = activates the human GLP-1 receptor; HEK293 GLP-1R CRE-luciferase, luminescence, 4-6 h; cells express a hypersensitive GLP-1R form; Potency, µM (top dose mostly 45.6 µM), without a hit: top-dose activation, actives largely listed as activators; hit rate 0.007% among 380,000; further: potency means the concentration at half of the fitted maximal effect; % of control where 0% means no effect
D3 ag = D3 dopamine receptor (human) agonism. hit rate 0.58% among 410,000. D3R DiscoveRx beta-arrestin cells, luminescence, 90 min. max activation, %; in the data active means max activation above about 30%; further: 0% is about no effect; mostly tested at two doses, the higher about 12 µM
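Agonist mode: compounds and dopamine controls were applied to plated cells for 90 min at 37 degrees C after an overnight attachment at 1500 cells/well. Luminescent read-out followed 30 - 60 minutes at room temperature with DiscoveRx detection reagent.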
WRN helicase inh = WRN helicase (human) inhibition; hit rate 0.46% among 360,000; AID 651768; Potency, µM (titrated, usually from 114 µM), for the others: top-dose activity change, negative = inhibition, hits mostly inhibitors; Q14191; WRN helicase unwinding, fluorescent forked duplex, kinetic; further: potency means the concentration at half of the fitted maximal effect; on the % scale 0 is the no-effect control and ±100 the full control effect; nearly all actives have a fitted effect of over 55% in size
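Screening of the MLSMR collection measured strand separation of a quenched forked DNA duplex (100 nM) by 20 nM WRN with 2 mM ATP, all final. Compounds were preincubated with enzyme 15 min at room temperature.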
Starred values were filed as active, the others as inactive; ? = inconclusive; / = no result given; [ ] = dose if it differs, or a comment. Unless noted, the call rests on the fitted dose curve; in most records, active means well fitted curve in the direction sought with a large enough effect; inconclusive means small, poorly fitted or top-dose-only effect, or another doubt; inactive means no such curve, though single readings can be large; an effect the other way counts as inactive or inconclusive. This is a random part of the collection. Share with any hit: about 7.8%.

SMILES	PI5P4K alpha inh	GLP1R cytotox	D3 antag	GLP-1R inv ag	IL-2 act	PLK1 PBD inh	GLP1R ag	D3 ag	WRN helicase inh
N#Cc1ccc(-c2cn3c(n2)SCC3)cc1	-2	0%	10	4%	0.5	0%	-2%	3	1%
Cn1c(=O)c(C(=O)NCCc2ccc(Cl)cc2)c(O)c2ccccc21	0	0%	10	5%	0.0	5%	-3%	-6	6%
CCOC(=O)N1CCN(C(=O)c2cc(-c3ccncc3)nc3ccccc23)CC1	7	?	18	?	-1.5	-3%	11%	2	-6%
Cc1ccc(-n2nc(C)c3c(C)c(CCC(=O)O)c(C)nc32)cc1	7	5%	7	15%	-2.5	0%	0%	8	-20%
CC(C)CCN(CC(=O)NC1CCCC1)C(=O)C(=O)Nc1ccc2c(c1)OCCO2	12	-16%	5	?	1.5	11%	8%	0	4%
COc1cc(C(=O)Nc2ccc(Br)cc2C(=O)c2cc(OC)c(OC)c(OC)c2)cc(OC)c1OC	/	-23%	17	0%	-0.3	-10%	-3%	3	-4%
O=C(O)c1ccc2c(=O)[nH]c(CN3CCOCC3)nc2c1	?	7%	4	-4%	0.3	-4%	-3%	2	-17%
CCOC(=O)C1=C(COC(=O)[C@@H](NC(=O)c2cccc(C)c2)C(C)C)NC(=O)NC1C (stereo partly drawn)	0	-1%	-12	23%	-0.1	2%	14%	0	-13%
Fc1ccc(C2CCCN2Cc2nc(CC3CC3)no2)cc1 (stereo not drawn)	1	6%	13	?	-0.7	-2%	1%	-1	-6%
COc1ccc2[nH]c3c(=O)n(Cc4ccc(C(=O)N5CCCC5)cc4)c(=S)[nH]c3c2c1	-21	0%	1	20%	-1.1	24µM*	2%	2	-6%
Cc1onc(COc2ccccc2O)c1Br	-4	-7%	1	6%	-0.4	-4%	14%	4	0%
CCOc1cccc(CNc2ccc(O)cc2)c1OCc1ccc(Cl)cc1	-13	-26%	53	-25%	-6.1	-8%	-4%	-2	?
O=C(c1ccco1)N1CCN(C(=O)C23CC4CC(CC(C4)C2)C3)CC1	-5	-4%	2	22%	-0.2	-10%	1%	-4	-5%
Cc1noc(NS(=O)(=O)c2ccc(NC(=O)CC34CC5CC(CC(Br)(C5)C3)C4)cc2)c1C	1	10%	2	5%	-0.9	?	-2%	2	-16%
Cc1ccc(Nc2nc(N)c([N+](=O)[O-])c(NCCO)n2)cc1C	-29	9%	-10	4%	-0.7	-10%	20%	-4	?
CCN(CC)CCn1c(NCc2ccc3c(c2)OCO3)nc2ccccc21	-7	-1%	-12	?	-3.6	-5%	0%	-14	-1%
COc1ccc(CCCNC(=O)C2Cc3c(-c4ccccc4)ccnc3O2)cc1 (stereo not drawn)	-27	-3%	-14	?	-0.1	-3%	-3%	-3	-10%
CC(C)OC(=O)N(C)C[C@H]1OCc2cnnn2CCCC(=O)N([C@@H](C)CO)C[C@H]1C	4	-13%	1	15%	-2.5	-19%	-4%	-1	-3%
O=S(=O)(c1cccc(F)c1)N1CCN(c2nc(-c3cccnc3)nc3ccccc23)CC1	-7	4%	32	0%	4.7	3%	1%	6	-7%
CC(C)COc1ccc(CNC(=S)Nc2ccccc2)cc1Cl	13	?	7	?	-0.5	-6%	7%	5	2%
O=C(NN=C1CCCC1)c1ccccc1O	-6	8%	6	-1%	-0.4	-4%	0%	4	-14%
Cc1c(N(C(=O)c2cc(=O)[nH]c3ccccc23)C(C)C)c(=O)n(-c2ccccc2)n1C	/	19%	-4	3%	1.1	-5%	-4%	-8	-5%
CC(=O)N(Cc1ccc2c(c1)OCO2)C1CC(=O)N(CCc2ccccc2)C1=O (stereo not drawn)	-5	0%	-28	-33%	0.7	-10%	12%	-8	-1%
COc1ccccc1NC(=O)CCCCCN1C(=O)c2cccc3cccc(c23)C1=O	11	-5%	?	-35%	-1.1	4%	0%	-6	-4%
CC(C)c1onc(C(=O)N2CCCCCC2)c1[N+](=O)[O-]	0	-6%	-1	0%	1.1	10%	14%	0	-2%

As a short view, two of the compounds above:
SMILES	PI5P4K alpha inh	GLP1R cytotox	D3 antag	GLP-1R inv ag	IL-2 act	PLK1 PBD inh	GLP1R ag	D3 ag	WRN helicase inh
N#Cc1ccc(-c2cn3c(n2)SCC3)cc1	-2	0%	10	4%	0.5	0%	-2%	3	1%
Cn1c(=O)c(C(=O)NCCc2ccc(Cl)cc2)c(O)c2ccccc21	0	0%	10	5%	0.0	5%	-3%	-6	6%

New compounds follow:
SMILES	PI5P4K alpha inh	GLP1R cytotox	D3 antag	GLP-1R inv ag	IL-2 act	PLK1 PBD inh	GLP1R ag	D3 ag	WRN helicase inh
COC(=O)C1=C(C(=O)OC)[C@@H]2N(C)c3ccccc3[C@@]23C[C@@H](CO)N(C(=O)c2cccs2)C3=N1	3	26%	-51*	12%	-1.7	-17%	9%	-18	5%
COc1ccc([N+](=O)[O-])cc1NC(=O)c1ccccc1N(C)S(C)(=O)=O	6	-5%	5	1%	-0.9	0%	9%	28	3%
Cc1cc2nnc(SCC(=O)NCc3cccs3)n2c(N)n1	/	-2%	10	50%[activator]	-1.9	1%	13%	-1	-1%
O=C(NCC1CCCO1)Nc1cccc(Cl)c1 (stereo not drawn)	10	6%	-28	5%	-1.7	-1%	2%	-8	-6%
Cc1csc(SCC(=O)Nc2ccc3[nH]c(=O)[nH]c3c2)n1	-9	4%	17	4%	0.4	-1%	1%	4	-20%
Cc1nnc(N(C)C(=O)c2cccnc2)s1	-3	14%	11	15%	2.7	-6%	-2%	2	-3%
CCn1c(=NC(=O)CS(=O)(=O)c2ccccc2)sc2cccc(OC)c21	8	13%	22	-9%	-1.3	-1%	-2%	3	-8%
Cc1ccc(NC(=O)NCC2CC2(Cl)Cl)cc1 (stereo not drawn)	2	-3%	-14	-9%	-1.4	-4%	5%	-1	3%
Cc1cc(S(=O)(=O)N(Cc2ccccc2)Cc2ccc(N(C)C)cc2)ccc1-n1cnnn1	/	-4%	20	0%	-1.6	-6%	3%	-2	-10%
CC1(C)Cc2ccccc2C(=NCC(=O)O)N1	-10	11%	-10	-3%	1.8	-8%	0%	4	0%
CCN(CC)CCN1C(=O)C2C(C(=O)Nc3cc(C)cc(C)c3)C3C=CC2(O3)C1C(=O)NC1CCCCC1 (stereo not drawn)	-1	-3%	0	-20%	-0.4	-3%	6%	-4	-4%
Cc1ccc(N/C=C/C(=O)c2cccs2)cc1	-2	0%	-5	?	-0.1	-5%	-1%	-7	3%
CCS(=O)(=O)c1nc(S(=O)(=O)c2ccc(C)cc2)c(NCCCN2CCCC2=O)s1	5	-7%	-10	16%	-1.2	-12%	11%	5	-5%
COc1ccccc1N1CCN(CCCCN2C(=O)C3CCCCN3C2=O)CC1 (stereo not drawn)	-26	-18%	-77*	-15%	-0.5	8.4µM*	10%	-35	?
Cc1ccc(C(=O)OCC(=O)NCc2ccc(F)cc2)o1	4	-3%	5	13%	0.6	4%	-3%	-13	10%
CC1(C)CC(N2CCOCC2)=CC(=[N+]2CCOCC2)C1	8	6%	-14	12%	0.0	-15%	0%	-4	0%
Cc1cccc(C)c1NS(=O)(=O)c1ccc(NC(=O)c2ccc(Cl)c([N+](=O)[O-])c2)cc1	9	?	-78*	?	-2.4	-4%	-8%	6	-6%
Cc1cccc(C)c1NC(=O)CN(C)C(=O)CC1Sc2ccccc2NC1=O (stereo not drawn)	2	4%	15	-15%	-0.4	-5%	1%	2	-12%
O=C(NCCc1ccc(C(F)(F)F)cc1)c1ccc(Cl)nc1	-2	-11%	-2	?	-1.5	-2%	8%	0	-8%[57.1 µM]
CCOC(=O)C1CCCN(S(=O)(=O)c2cc(OCC(N)=O)c(C)cc2Cl)C1 (stereo not drawn)	-3	1%	23	4%	-0.5	-2%	-1%	15	5%
S=C(NCCN1CCOCC1)Nc1ccc(Cl)c(Cl)c1	5	4%	-28	0%	-1.3	-6%	-8%	-8	-12%
O=C(NCCO)c1cccc(-c2ccc3nncn3c2)c1	2	4%	21	30%	-0.3	-6%	11%	1	-8%
Cc1ccccc1COc1ccc2oc(C)c(C(=O)O)c2c1	?	1%	-3	-6%	1.1	-6%	1%	-1	-6%
COc1cc([N+](=O)[O-])ccc1N1C(=O)CC(Sc2nccc(C)n2)C1=O (stereo not drawn)	-2	5%	8	3%	1.3	-8%	-3%	0	8%
COc1ccc(CNC(=O)C2CCCN2)cc1OC (stereo not drawn)	-3	-1%	-9	1%	2.7	4%	7%	2	-27%

Sorted by formula weight (lowest first): three of the compounds above.
SMILES	PI5P4K alpha inh	GLP1R cytotox	D3 antag	GLP-1R inv ag	IL-2 act	PLK1 PBD inh	GLP1R ag	D3 ag	WRN helicase inh
Cc1ccc(N/C=C/C(=O)c2cccs2)cc1	-2	0%	-5	?	-0.1	-5%	-1%	-7	3%
COc1ccc(CNC(=O)C2CCCN2)cc1OC (stereo not drawn)	-3	-1%	-9	1%	2.7	4%	7%	2	-27%
CC1(C)CC(N2CCOCC2)=CC(=[N+]2CCOCC2)C1	8	6%	-14	12%	0.0	-15%	0%	-4	0%

Part of the list above, as labelled records.
Cc1cc(S(=O)(=O)N(Cc2ccccc2)Cc2ccc(N(C)C)cc2)ccc1-n1cnnn1
  PI5P4K alpha inh: /
  GLP1R cytotox: -4%
  D3 antag: 20
  GLP-1R inv ag: 0%
  IL-2 act: -1.6
  PLK1 PBD inh: -6%
  GLP1R ag: 3%
  D3 ag: -2
  WRN helicase inh: -10%
CC1(C)Cc2ccccc2C(=NCC(=O)O)N1
  PI5P4K alpha inh: -10
  GLP1R cytotox: 11%
  D3 antag: -10
  GLP-1R inv ag: -3%
  IL-2 act: 1.8
  PLK1 PBD inh: -8%
  GLP1R ag: 0%
  D3 ag: 4
  WRN helicase inh: 0%
CCN(CC)CCN1C(=O)C2C(C(=O)Nc3cc(C)cc(C)c3)C3C=CC2(O3)C1C(=O)NC1CCCCC1 (stereo not drawn)
  PI5P4K alpha inh: -1
  GLP1R cytotox: -3%
  D3 antag: 0
  GLP-1R inv ag: -20%
  IL-2 act: -0.4
  PLK1 PBD inh: -3%
  GLP1R ag: 6%
  D3 ag: -4
  WRN helicase inh: -4%

Bioassay records: PubChem BioAssay, National Center for Advancing Translational Sciences (NCATS)
